mouse EphA4 binding – inhibitors of EphA4 binding to KYL peptide, primary screen, biochemical, colorimetric, mouse EphA4 (AID 689). Ephrin type-A receptor 4 (Mus musculus). EphA4-AP binding to KYL peptide, pNPP A405; higher % means a stronger effect. inhibition, % at 10 µM; hits with a dose series show IC50 in µM. 0.1% of 62,000 active; in the data active = a potency from the dose series; inactive = the rest, 99 in 100 with inhibition below about 22%
An asterisk follows results filed as active. The list is partial (hit frequency here may not be typical).

Compound,mouse EphA4 binding
CCCSC1=C(C#N)C(c2ccccc2C)C(C(=O)OC)C(=O)N1 (configuration not stated),1%
COc1ccc(NC(=O)ON=C2c3ccccc3-c3ccccc32)cc1,13%
CC(C)C(NC(=O)C12CC3CC(CC(C3)C1)C2)C(=O)NC1=NCCS1 (configuration not stated),-7%
Cc1cc(C)c2nc(NC(=O)c3ccc4c(c3)OCO4)sc2c1,-15%
CCC(CC)c1nnc(NC(=O)c2nc3nc(C)cc(C)n3n2)s1,-3%
O=C(Cc1ncn[nH]1)NCCc1ccccc1,-1%
Clc1ccc(C(c2nnnn2C2CCCC2)N2CCN(Cc3ccncc3)CC2)cc1 (configuration not stated),-10%
Cc1nc(C)c(C(=O)Nc2nc3c(C)cccc3s2)o1,11µM*

A different layout for part of the listing above:
mouse EphA4 binding,Structure
-7%,CC(C)C(NC(=O)C12CC3CC(CC(C3)C1)C2)C(=O)NC1=NCCS1 (configuration not stated)
-15%,Cc1cc(C)c2nc(NC(=O)c3ccc4c(c3)OCO4)sc2c1
-3%,CCC(CC)c1nnc(NC(=O)c2nc3nc(C)cc(C)n3n2)s1
-1%,O=C(Cc1ncn[nH]1)NCCc1ccccc1
-10%,Clc1ccc(C(c2nnnn2C2CCCC2)N2CCN(Cc3ccncc3)CC2)cc1 (configuration not stated)
11µM*,Cc1nc(C)c(C(=O)Nc2nc3c(C)cccc3s2)o1

Carrying on.
Compound,mouse EphA4 binding
COCc1cc(C)nc2sc3c(=O)n(-c4cccc5ccccc45)nnc3c12,-7%
CCc1nnc(NS(=O)(=O)c2ccc(NC(=O)c3cc4ccccc4cc3OC)cc2)s1,0%
CCOC(=O)c1cc(-c2ccccc2)n(CC(=O)N2CCCC2)c1C,4%
CC(C)(C)C(=O)NC(Nc1cccc2cccnc12)C(Cl)(Cl)Cl (configuration not stated),4%
CC(C)Cn1nc(NC(=O)C(C)(C)C)c2cc3ccccc3nc21,-20%
C=CCn1c(-c2cccn(Cc3cccc(Cl)c3)c2=O)n[nH]c1=S,-10%
COc1ccc(-n2c(CNC(=O)c3ccc(S(=O)(=O)N4CCCC4)cc3)n[nH]c2=S)cc1,-11%
CC(C)c1ccc(-c2nnn(CCC(=O)O)n2)cc1,-12%
C/C(Cn1nnc([N+](=O)[O-])n1)=N\NC(=O)c1ccc(Cl)c(Cl)c1,-14%
O=C(O)c1ncc(-c2ccccc2)cn1,-11%
COc1ccc(N2CCN(C(=S)Nc3cc(C)cc(C)c3)CC2)cc1,5%
Cn1c(SCC(=O)NC2CCCCCC2)nnc1-c1cccs1,-1%
COC(=O)c1c(NC(=O)Cn2nc(C(F)F)cc2C(F)F)sc(C)c1C,-9%
Cn1nnc2c(N3CCCCC3)nccc21,-8%
C/C(=C\C(=O)c1ccc(C)cc1)Nc1ccc(N2CCOCC2)cc1,0%
NC(=O)c1cccn1Cc1ccccc1Cl,-4%
Cc1ccccc1OCCSc1nc2ccc(Br)cc2[nH]1,6%
Cc1ccc(N(C)C(=O)N2CCN(S(=O)(=O)c3ccc(C)cc3)CC2)cc1,-5%
O=C(C1CC(c2ccccc2O)=NO1)N1CCc2ccccc2C1 (configuration not stated),-10%
COc1cccc(C(C(=O)NC2CCCC2)N(C(=O)c2ccco2)C2CC2)c1OC (configuration not stated),-3%
CC(=O)c1cccc(NC(=O)C2CCCN(S(=O)(=O)c3cccc4cccnc34)C2)c1 (configuration not stated),-4%
CCCSc1ncnc2c1oc1ccccc12,-10%
CCc1cccc2c(C=C(C#N)C#N)cn(CC(=O)N3CCCC3)c12,-13%
COc1ccc(-c2nc(CS(=O)CC(=O)NCc3cccnc3)c(C)o2)cc1 (configuration not stated),-14%

Next section, starting with the last 3 of the part before.
Compound,mouse EphA4 binding
CCCSc1ncnc2c1oc1ccccc12,-10%
CCc1cccc2c(C=C(C#N)C#N)cn(CC(=O)N3CCCC3)c12,-13%
COc1ccc(-c2nc(CS(=O)CC(=O)NCc3cccnc3)c(C)o2)cc1 (configuration not stated),-14%
S=c1[nH]nc(CSc2nc3ccccc3s2)n1C1CCCCC1,7%
COc1ccc(C(C(=O)NC2CCCC2)N(Cc2ccc(C)cc2)C(=O)c2ccn[nH]2)cc1OC (configuration not stated),-9%
O=C(O)CCCc1nc(-c2ccc(Cl)cc2)no1,-3%
COc1cc2nc(N(C)C)nc(N)c2cc1OC,12%
O=C(Nc1ccc(NC(=O)c2ccc(-c3ccc([N+](=O)[O-])cc3)o2)cc1)c1ccco1,-9%
Cc1ccc(C)c(/C(O)=C2\C(=O)C(=O)N(CCCn3ccnc3)C2c2ccncc2)c1 (configuration not stated),-1%
OC(C#CCN1CCOCC1)(c1ccccc1)C1CCCCC1 (configuration not stated),-4%
CCC1Oc2ccc(C)cc2N(CC(=O)NCc2ccccc2OC)C1=O (configuration not stated),-5%
Cc1ccccc1-c1nnc(SCC(=O)Nc2cccc(C)c2C)o1,-9%
Cc1ccc(Cn2ccc(NC(=O)c3cc(C(C)C)on3)n2)cc1,18%
Cc1cc2nc(N)sc2cc1[N+](=O)[O-],-11%
O=C(NC1CCCCC1)C(c1ccccc1)N1CCOCC1 (configuration not stated),-12%
Cc1cc(NC(=O)COc2ccc(N(C)S(=O)(=O)c3ccccc3)cc2)no1,-11%
NC(=O)C1CC(O)CN1c1nc(CN2CCOCC2)nc2scc(-c3ccccc3)c12 (configuration not stated),-22%
CC1CC(C)CN(C(=O)c2ccc3c(c2NCCO)C(=O)c2ccccc2C3=O)C1 (configuration not stated),16%
O=c1cc(O)nc(SC23CC4CC(CC(C4)C2)C3)[nH]1,-9%
Fc1ccc(-c2cc3nc(-c4ccccc4)cc(N4CCOCC4)n3n2)cc1,-10%
COc1ccc(Cl)c(Cn2c(NCCCO)nc3c2c(=O)n(C)c(=O)n3C)c1,-3%
Cc1ccc(N(CC(=O)Nc2ccc(S(=O)(=O)N3CCOCC3)cc2)S(C)(=O)=O)cc1C,-4%
CCc1ccc2nc(-c3cccc(C)c3)nc(SCC(=O)NCC3CCCO3)c2c1 (configuration not stated),-1%
COC(=O)c1ccc2c(c1)C(C)(C)C(/C=C/c1ccccc1O)=[N+]2C,0%
COc1ccc(OC)c(CCNC(=O)CC2Oc3ccccc3NC2=O)c1 (configuration not stated),2%
Cc1nc(NC(=O)CN2CCOCC2)sc1-c1ccccc1,-18%
O=C(NCCN1CCOCC1)C1CCN(S(=O)(=O)N2CCCCC2)CC1,-10%
CN(c1ccccc1)S(=O)(=O)c1ccc(NC(=S)Nc2ccccc2)cc1,-8%
O=c1c2ccccc2nc2c3ccccc3ncn12,-2%
C=CCc1ccccc1OCCn1cc(/C=C2/SC(=S)N(CC)C2=O)c2ccccc21,9%
COc1cccc(-c2nc(CS(=O)CC(=O)O)c(C)o2)c1 (configuration not stated),-10%
CC(C)c1ccc(N(CC(=O)NCCSC(C)(C)C)S(C)(=O)=O)cc1,-2%
CCCNC(=O)N1CCN(c2nc(C(C)C)c3c(c2C#N)CC(C)(C)OC3)CC1,-11%
CCOc1cc(-c2nc(-c3ccncc3)no2)cc(OCC)c1OCC,5%
O=C(Nc1ccccc1C(=O)N1CCOCC1)c1ccc(F)cc1,6%
COc1ccc(/C(N)=N/OC(=O)COc2ccccc2)cc1,-14%
CCOC(=O)C1=C(C)NC(=S)NC1c1ccc(OC(=O)c2ccco2)c(OC)c1 (configuration not stated),0%
O=C(Nc1ccc(N2CCN(C(=O)c3ccccc3)CC2)c(Cl)c1)c1ccc(Br)o1,-7%
Cc1cc2cc3c(cc2nc1SCC(=O)Nc1ccccc1)CCC3,-18%
CCOC(=O)c1cn(-c2ccccc2)nc1-c1ccncc1,-6%
COC(=O)NNC(=S)Nc1cc(OC)ccc1OC,-9%
COc1ccc(C(C(=O)NC2CCCC2)N(C(=O)c2ccco2)c2ccc3c(c2)OCO3)cc1OC (configuration not stated),-21%
O=C(CSc1nnc(-c2ccco2)n1CC1CCCO1)c1ccc(F)cc1 (configuration not stated),-5%
Cc1cc2nc(-c3cccc(NC(=O)c4ccccc4F)c3)oc2cc1C,-9%
COc1ccc(C2N=C(c3ccccc3)C(C)(C)N2O)cc1OC (configuration not stated),-8%
O=C(c1cccc2cccc(O)c12)N1CCCCC1,-2%
CC(C)C(=O)Nc1ccc(-c2csc(-c3ccccc3)n2)cc1,-7%
CC(=O)Nc1cc(S(=O)(=O)Nc2ccc(C)cc2)c(C)cc1C,12%
COc1ccc(CNC(=O)COC(=O)c2c(-c3c(F)cccc3Cl)noc2C)cc1OC,-16%
Cc1ccc(Cl)cc1NC(=O)N[C@@H](C)C(=O)O,-8%
COC(=O)CCCCCC(CCC(=O)OC)NC(C)=O (configuration not stated),-11%

Single values from the list.
mouse EphA4 binding, CC(C)C(=O)Nc1ccc(-c2csc(-c3ccccc3)n2)cc1 = -7%
mouse EphA4 binding, COC(=O)CCCCCC(CCC(=O)OC)NC(C)=O (configuration not stated) = -11%

Next compounds.
Compound,mouse EphA4 binding
CC(=O)Nc1ccc2c(c1)OCCOCCOc1cc(NC(C)=O)ccc1OCCOCCOCCO2,-11%
COCCNC(=S)NNC(=O)c1ccco1,-6%
Cn1nnnc1SCC(=O)Nc1ccc(Cl)cc1Cl,-7%
CC(NC(=O)c1ccc2c(c1)OCCO2)C(=O)O (configuration not stated),-3%
Cc1cc(NC(=O)CSc2nnc3c(C)cc4cc(C)c(C)cc4n23)no1,-11%
Cn1c(CCN2CCCCC2)nc2cc(NS(=O)(=O)c3ccc(F)cc3)ccc21,-9%
Cc1nnc(SCC(=O)Nc2ncc3c(n2)CCCC3=O)s1,-28%
O=C1c2ccccc2CCC12N=NCC2c1ccc(Cl)cc1 (configuration not stated),-18%

The list goes on:
structure | mouse EphA4 binding
CCCCOC(=O)c1[nH]c(C)c(C(=O)OC)c1C | 8%
CCOC(=O)c1c(NC(=O)c2ccc(N3CCOCC3)c([N+](=O)[O-])c2)sc(C)c1C | 9%
Cc1[nH]cnc1CSCCN | 0%
COc1ccc(CCNC(=O)CN2CCN(c3cccc(C(F)(F)F)c3)CC2)cc1 | -8%
O=C(O)CC(NS(=O)(=O)c1cccc2nsnc12)c1ccc(F)cc1 (configuration not stated) | -9%
O=C(NCc1ccco1)c1cc(S(=O)(=O)N2CCOCC2)c(Cl)cc1Cl | -7%
N#Cc1cc(-c2ccccc2)nnc1Oc1ccccc1 | -2%
Cc1ccccc1-n1c(C)cc(/C=N/NC(=O)c2ccncc2)c1C | -6%
CC(=O)NC1C(=O)N(C)c2ccc(Br)cc21 (configuration not stated) | -6%
CN(CC(=O)N1CCCC1)S(=O)(=O)c1ccc(Cl)cc1 | 2%
O=S(=O)(c1cc(Cl)ccc1Cl)N1CCCCC1 | 5%
O=C(O)C1C2C=CC(C2)C1C(=O)NC1CCS(=O)(=O)C1 (configuration not stated) | 3%
O=C(CSc1nc(-c2ccncc2)nn1CC(=O)N1CCCCC1)NC1CCCC1 | 4%
CCOC(=O)c1ccc(NC(=O)c2ccc(NC(=O)c3ccccc3)cc2)cc1 | -11%
O=C1NN(c2ccccc2)C(=O)/C1=C\c1cccn1-c1ccc(Cl)c([N+](=O)[O-])c1 | -9%
Cc1ccc(/C=C/C(=O)Nc2ccc(Br)cc2)o1 | -4%
CCCNC(=O)C(CC)NS(=O)(=O)c1ccc(OC)cc1 (configuration not stated) | -11%
CC(=O)c1cc(CC=C(C)C)c(O)cc1O | -13%
CC(=O)COc1ccc2c(-c3ccccc3)cc(=O)oc2c1 | 0%
Clc1ccc(Nc2nc(-c3ccncc3)nc3ccccc23)cc1 | -12%
Cc1nnc(SCC(=O)c2ccc(S(=O)(=O)N3CCOCC3)cc2)n1-c1ccccc1 | 0%
O=C(O)c1cc2cc(Cl)cc(Cl)c2oc1=O | 2%
O=C(c1ccc2ccccc2c1)N1CCN(c2ccc(C(F)(F)F)cn2)CC1 | -10%
CC/C(=C1\C(=O)N(c2nc3ccccc3s2)N=C1C(F)(F)F)N1CCCCC1 | -2%
CC(=O)NCCC(=O)Nc1cc(F)ccc1C | -1%
COc1cc(OC)cc(C(=O)NCc2n[nH]c(=S)n2-c2ccccc2)c1 | 0%
CCC1CCCCN1CCCNC(=O)C1CCC(Cn2c(=O)[nH]c3ccccc3c2=O)CC1 (configuration not stated) | -11%
Cc1ccc(NC(=O)CSc2ncc(-c3ccccc3)n2C(=O)c2ccccc2)cc1 | 10%
CC(C)c1ccc(NC(=O)C(c2ccccc2)N2CCN(C=O)CC2)cc1 (configuration not stated) | -2%
C=CCN1C(=O)[C@]2(c3ccccc31)C1CCCC=C1C(C#N)=C(N)C2(C#N)C#N (some centres not stated) | -7%
COc1cccc(OC)c1C(=O)c1ccccc1 | -5%
O=C(Oc1ccc2c(-c3ccccc3)cc(=O)oc2c1)C1CCCCC1 | 6%
Cc1ccccc1NS(=O)(=O)c1cccc(-c2nnc(-c3ccccc3)o2)c1 | -2%
Cc1ccc(N2C(=O)NC3(CCCCC3)C2=O)cc1 | -23%
OCCN1CCN(Cc2cccc(Oc3ccc(Cl)cc3)c2)CC1 | -12%
Cc1oc2c(CN(C)C)c(O)ccc2c(=O)c1-c1ccc2ccccc2n1 | -16%
O=c1c2ccccc2nc(N/N=C/c2ccccc2)n1O | -7%
Cc1ccc(-c2[nH]nc3c2C(c2ccsc2)C(C#N)=C(N)O3)cc1 (configuration not stated) | 2%
CN1c2cccc3cccc(c23)N(C)C1(C)C | -5%
O=C1C(=Cc2ccc(Cl)cc2)C(=O)c2ccccc21 | -8%
COc1ccccc1-c1nc(SCc2ccccn2)n[nH]1 | -14%
COc1cc(OC)c(C2CC(=O)N3CN(c4ccccc4)CSC3=C2C#N)cc1OC (configuration not stated) | -6%
Cc1cc(N)n(-c2ccccc2)n1 | -5%
COc1ccccc1Oc1nc(-c2ccccc2)cc(C)c1S(C)(=O)=O | 2%
CC(=O)NC(CC(=O)Nc1ccc(S(=O)(=O)N2CCCC2)cc1)c1ccccc1 (configuration not stated) | -7%
